hgDAF-12 ag: agonists of H. glycines DAF-12 nuclear receptor | 370,000 compounds, 1.8% hits | AID 687014 | activation, % at 6.8 µM | HEK293 GAL4-hgDAF12 UAS-luciferase reporter, agonist luminescence; normalized to butyrate control;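 active = activation above a cutoff set at the mean of all screened compounds plus 3 SD, cut at about 10% in these data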;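 also: 0% = DMSO wells and 100% = sodium butyrate wells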
PLCb3 inh: blocks human PLC-beta3 enzyme activity; Q01970; Purified PLC-beta3, fluorogenic substrate, fluorescence; 370,000 compounds, 0.18% hits; inhibition, % at 12.2 µM; in the data active = inhibition above about 11%;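 also: 0% = median of compound wells on plate and 100% = full blocker control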
DAX1 inh-1: blocks DAX1 repression of SF-1 activated StAR promoter. inhibition, % at 6.8 µM. AID 652010. HEK293T StAR-luciferase reporter, SF-1/DAX-1 repression relief. 370,000 compounds, 1.1% hits;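 active = inhibition above the mean over all tested compounds plus 3 SD, cut at about 3.6% in these data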;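 also: 0% = DAX-1 cells with DMSO and 100% = cells lacking DAX-1 with DMSO; higher inhibition means more luminescence from relief of DAX-1 repression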
hcDAF-12 act: activates DAF-12 receptor from parasite H. contortus | activation, % at 6.8 µM | HEK293 hcDAF-12 lit1-tk-luc reporter, luminescence; 0% DMSO, 100% Δ7-dafachronic acid | 370,000 compounds, 1.4% hits;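 active = activation above the mean of all tested compounds plus 3 SD, cut at about 5.5% in these data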;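 also: 100% = response to 3 µM Δ7-dafachronic acid high control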
PLCg1 inh: PLC-gamma1 (human) inhibition, primary screen. P19174. purified PLC-gamma1, fluorogenic substrate, fluorescence. inhibition, % at 12.2 µM. 370,000 compounds, 0.84% hits; in the data active = inhibition above about 9.5%
DAX1 inh-2: inhibitors of human orphan nuclear receptor DAX1 (NR0B1) | HEK293 Gal4-DAX1 luciferase reporter, luminescence | inhibition, % at 6.75 µM | 340,000 compounds, 0.99% hits | AID 504766;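 active = inhibition above the mean over all tested compounds plus 3 SD, cut at about 4.2% in these data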;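 also: 0% = DAX1-transfected cells with DMSO and 100% = empty-vector control cells with DMSO; inhibition shows as a rise in luminescence from relieved DAX1 repression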
Target sequence (P51843 207-470 limits assumed): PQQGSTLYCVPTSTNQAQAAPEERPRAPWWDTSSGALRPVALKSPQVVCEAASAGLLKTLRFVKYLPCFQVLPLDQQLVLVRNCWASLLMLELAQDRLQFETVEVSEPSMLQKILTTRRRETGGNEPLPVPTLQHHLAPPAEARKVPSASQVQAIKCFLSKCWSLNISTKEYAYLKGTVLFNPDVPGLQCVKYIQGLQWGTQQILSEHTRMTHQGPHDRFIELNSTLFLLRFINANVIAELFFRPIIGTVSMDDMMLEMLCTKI
ADAM17 inh: inhibits human ADAM17; P78536; recombinant ADAM17, EDANS/DABCYL FRET peptide cleavage; inhibition, % at 6.95 µM; 370,000 compounds, 0.83% hits; AID 720648;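 active = inhibition above the mean of compounds lying between control limits plus 3 SD, set per campaign, cut at about 8.5% in these data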;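 also: 0% = DMSO-only wells as the low control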
ssDAF-12 act: activates DAF-12 receptor from parasite S. stercoralis. HEK293 ssDAF-12/GRIP1 lit1-tk-luc reporter, luminescence; % of 3 µM dafachronic acid response. activation, % at 6.8 µM. 370,000 compounds, 1% hits. AID 652126;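 active = activation above the mean over all tested compounds plus 3 SD, cut at about 0.9% in these data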;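 also: 0% = DMSO-only wells and 100% = 3 µM delta7-dafachronic acid wells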
sPLA2-III inh: Blocks human group III sPLA2 activity | Q9NZ20 | QFRET BODIPY PC-A2 liposome hydrolysis, fluorescence | inhibition, % at 12.2 µM | 370,000 compounds, 0.56% hits | AID 743126;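 active = inhibition above mean plus 3 SD of compounds lying within the high and low control bounds, cut at about 19% in these data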;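 also: 0% = median of test compound wells and 100% = no enzyme DMSO wells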
Target sequence (Q9NZ20 whole entry, looked up): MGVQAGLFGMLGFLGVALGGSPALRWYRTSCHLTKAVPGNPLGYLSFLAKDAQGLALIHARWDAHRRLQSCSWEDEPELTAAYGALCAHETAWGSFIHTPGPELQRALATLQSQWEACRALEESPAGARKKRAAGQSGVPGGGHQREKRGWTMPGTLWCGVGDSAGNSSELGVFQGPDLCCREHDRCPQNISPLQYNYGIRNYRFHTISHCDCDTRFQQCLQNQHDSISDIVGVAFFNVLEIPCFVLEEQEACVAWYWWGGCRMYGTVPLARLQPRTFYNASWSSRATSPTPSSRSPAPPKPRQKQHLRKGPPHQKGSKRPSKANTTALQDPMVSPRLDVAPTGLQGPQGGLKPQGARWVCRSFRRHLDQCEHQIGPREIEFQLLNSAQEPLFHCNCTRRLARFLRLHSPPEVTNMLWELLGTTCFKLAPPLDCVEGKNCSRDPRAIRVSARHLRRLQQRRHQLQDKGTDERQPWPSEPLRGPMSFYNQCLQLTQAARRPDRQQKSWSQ
ADAM10 inh: inhibitors of human ADAM10; O14672; recombinant ADAM10, EDANS/DABCYL FRET peptide cleavage, 3 h; inhibition, % at 7 µM; 370,000 compounds, 0.62% hits;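 active = inhibition above a per-campaign cutoff equal to the mean of compounds falling between control-based bounds plus 3 SD, cut at about 20% in these data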;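 also: 0% = DMSO wells while the 100% control is not disclosed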
FXN GAA850 act: increases GAA850 frataxin promoter reporter activity. HEK293 lucGAA850 FXN promoter luciferase reporter, 24 h; percent of 10 µM SAHA response. activation, % at 6 µM. 360,000 compounds, 0.56% hits. AID 540364;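 active = activation above the average of all compounds screened plus 3 SD, cutoff fixed separately per campaign, cut at about 7.5% in these data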;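 also: 0% = DMSO wells and 100% = 10 µM SAHA wells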
Active calls of the source: *; x = no result given.

SMILES | hgDAF-12 ag | PLCb3 inh | DAX1 inh-1 | hcDAF-12 act | PLCg1 inh | DAX1 inh-2 | ADAM17 inh | ssDAF-12 act | sPLA2-III inh | ADAM10 inh | FXN GAA850 act
NCCS(=O)(=O)NC1CCCCC1 | 2.9 | 0.1 | -0.2 | 0.2 | 4.4 | -0.9 | -4.5 | -1.4 | 1.4 | -5.4 | 1.5
COc1cc(C(=O)NCC(=O)NCC2COc3ccccc3O2)cc(OC)c1OC (centres undefined) | -4.1 | -2.2 | -1.8 | -1.5 | 3.3 | -1.2 | -5.9 | -1.2 | -2.2 | -5.5 | -0.4
COc1ccc(-c2nnc(SCc3cccc(F)c3)n2-c2ccccc2)cc1 | 2.6 | 1.4 | -0.1 | -2.8 | 1.9 | x | 6.3 | -1.2 | -1.4 | 11.8 | x
CCCCN1C(=O)C2(OCCCO2)c2cccc(C)c21 | -1.3 | -3.8 | -0.4 | -1.5 | -2.0 | -0.3 | 0.4 | -0.2 | -2.2 | 4.9 | -0.2
COc1ccc(N2C(=O)CC(Nc3ccc(C)cc3)C2=O)cc1 (centres undefined) | 1.1 | 0.6 | -0.2 | -1.0 | 1.4 | 0.4 | -7.2 | -1.4 | -1.4 | 1.9 | -2.1
CCOc1ccc(Nc2oc(-c3ccc(Cl)cc3)nc2C#N)cc1 | 2.8 | -99.1 | 0.2 | -0.4 | -87.2 | 1.2 | -8.4 | -1.1 | 5.3 | -23.0 | 3.1
COc1ccc(CC(=O)OCC(=O)N2CCc3ccccc32)cc1OC | 0.0 | -6.1 | 0.7 | 0.4 | 3.4 | 0.8 | -2.4 | -1.1 | 4.5 | -8.9 | -2.3
CCOC(=O)c1ccc(NC(=O)CCCN2C(=O)NC3(CCCC3)C2=O)cc1 | 4.8 | -4.5 | -0.8 | -1.3 | -0.1 | -0.1 | 0.2 | -1.1 | 0.0 | -1.7 | 0.1
O=C(O)c1ccn2c(C(=O)c3ccccc3)c(-c3ccccc3)cc2c1 | -1.4 | -34.6 | -0.8 | -1.2 | -18.3 | 0.2 | -3.7 | -1.0 | -3.4 | -9.5 | -0.9
Cc1nn(CC(=O)Nc2sc3c(c2C#N)CCC(C(C)(C)C)C3)c(C)c1[N+](=O)[O-] (centres undefined) | 0.4 | 0.7 | -0.2 | -1.3 | 0.2 | 0.1 | -2.3 | -1.2 | -1.7 | -3.5 | -1.8
COc1ccc(NC(=O)c2nc[nH]c2C(=O)NCc2ccccc2)cc1 | 0.1 | 0.7 | -0.1 | 0.4 | 0.8 | 1.3 | 3.8 | -0.7 | 0.5 | 13.0 | 1.0
CS(=O)(=O)N(CC(=O)Nc1c(F)cccc1F)Cc1ccccc1 | -1.4 | -12.0 | 1.4 | -1.4 | -1.5 | 1.4 | -2.9 | -1.2 | 13.2 | -3.9 | 1.0
Cc1ccccc1C1c2[nH]c3ccccc3c2CCN1C(=O)c1ccc(=O)n(C)n1 (centres undefined) | 7.8 | -1.9 | -0.2 | 5.5 | -3.6 | 2.6 | -2.6 | -0.5 | -7.0 | 5.3 | -1.5
CCCCOP(=O)(c1ccc(N(C)C)cc1)C(O)c1cc(OC)c(OC)c(OC)c1 (centres undefined) | -0.6 | -5.2 | 0.1 | -1.9 | -2.4 | 0.5 | -4.8 | -0.7 | 11.8 | -12.5 | -0.5
O=C(c1ccc([N+](=O)[O-])o1)N1CCOCC1 | 0.6 | 1.4 | -1.5 | -0.4 | 1.3 | 0.5 | -0.8 | -1.6 | 4.9 | -7.2 | -2.2
COc1ccc(NC(=O)/C=C/c2cccc(Br)c2)cn1 | 2.2 | -12.1 | -0.3 | -3.0 | -2.4 | -0.2 | 1.6 | -1.3 | -17.3 | -0.3 | 2.9
CC1CCC(C(C)C)C(OC(=O)C[n+]2cc(-c3ccc(Cl)cc3)n3c2CCC3)C1 (centres undefined) | -3.8 | -3.4 | -1.4 | -0.4 | 9.9* | 0.4 | -0.6 | -1.8 | 6.8 | -2.4 | 0.3
COCC(C)n1c(COc2ccccc2F)nnc1SCc1c(C)noc1C (centres undefined) | -0.4 | 3.3 | -0.5 | 0.9 | -0.8 | 0.0 | -5.2 | -1.3 | -6.8 | -2.7 | 0.9
CN(C)C(=O)c1cc2cc(Br)ccc2s1 | 1.8 | -6.4 | 0.1 | -1.0 | -1.3 | 0.2 | -7.8 | -0.9 | 6.9 | -4.0 | 1.5
CC1CC(N(C(=O)c2ccco2)c2ccccc2)c2ccccc2N1 (centres undefined) | -0.8 | -4.6 | -1.2 | -2.4 | -5.0 | -0.6 | -3.0 | -1.3 | 2.4 | 8.9 | -3.5
CCn1c(CNC(=O)c2ccccc2F)nnc1SCC(=O)Nc1nncs1 | 0.0 | -1.2 | 0.1 | 0.2 | 2.8 | -0.1 | -1.1 | -1.0 | 2.7 | 8.0 | 0.6
CCCS(=O)(=O)N1CCN(Cc2ccc([N+](=O)[O-])cc2)CC1 | 2.8 | -1.5 | -0.6 | -0.9 | -1.0 | -0.7 | -3.2 | -1.3 | 9.3 | -9.0 | 3.0
Cc1nn(Cc2ccccc2)c(Cl)c1/C=C/C(=O)OC(C)C(=O)N1CCCC1 (centres undefined) | -3.2 | 0.5 | -0.9 | -2.4 | -1.4 | -2.8 | -1.8 | -1.3 | -3.6 | -3.1 | -1.4
CC(=O)OCn1ncc(N2CCOCC2)c(Br)c1=O | 1.1 | -1.5 | 0.6 | 0.4 | 1.9 | 0.3 | -0.9 | -0.7 | 1.7 | -1.4 | -0.1
CN(C)c1ccc(/C=N/NC(=O)CN(c2cccc(Cl)c2)S(C)(=O)=O)cc1Br | -1.4 | -5.0 | -1.1 | -1.6 | -1.4 | -0.7 | -1.4 | -1.2 | -7.6 | -7.7 | 3.1
SMILES | hgDAF-12 ag | PLCb3 inh | DAX1 inh-1 | hcDAF-12 act | PLCg1 inh | DAX1 inh-2 | ADAM17 inh | ssDAF-12 act | sPLA2-III inh | ADAM10 inh | FXN GAA850 act
CC(C)c1nc2sc3c(SCC(N)=O)ncnc3c2c2c1CCC2 | 0.8 | 0.8 | -0.2 | 0.3 | 2.1 | 1.0 | -4.9 | -2.0 | 3.6 | -2.7 | 2.7
O=C(Nc1ccc(N2CCOCC2)cc1)C1CCN(S(=O)(=O)c2ccccc2F)CC1 | 1.2 | -4.9 | 1.2 | -2.2 | 3.8 | 0.0 | -6.8 | -1.3 | 5.1 | -9.2 | -0.8
CCOc1ccc(OCCCCN2CCCC2)cc1 | 0.9 | 5.1 | 0.0 | 0.1 | 3.1 | 1.3 | 0.8 | -0.5 | -2.3 | 1.4 | 3.5
OCCC1CN(Cc2cc(F)ccc2F)CCN1CCCc1ccccc1 (centres undefined) | -1.1 | -5.9 | 0.7 | 0.7 | -3.7 | -0.2 | -3.6 | -1.5 | 2.5 | 1.5 | 2.0
NC(=O)CC(NC(=O)c1ccccc1)c1ccc(N2CCc3ccccc3C2)c([N+](=O)[O-])c1 (centres undefined) | -4.2 | -10.7 | -0.1 | -1.0 | -3.8 | -1.0 | -5.2 | -1.7 | -3.8 | -1.2 | -1.0
C=CCN1C(c2ccc(Br)cc2)=CS/C1=C(/C#N)c1nnc(N2CCOCC2)n1-c1ccccc1 | 1.2 | -1.4 | -0.7 | 2.5 | 0.9 | -1.0 | -0.6 | -1.6 | -1.0 | 4.8 | -0.4
c1csc(CNc2ncnc3ccc(-c4ccc5c(c4)OCO5)cc23)n1 | 1.4 | -220.9 | x | 1.9 | -166.1 | x | -47.5 | -0.6 | -0.4 | -113.5 | x
O=C(NCc1cccs1)C1CCCN1C(=O)Nc1ccc(F)cc1 (centres undefined) | 1.0 | -6.1 | 0.1 | -0.6 | -2.1 | 1.9 | -0.1 | -0.7 | 2.7 | 6.5 | 0.8
COC(=O)c1c(-c2ccncc2)csc1NC(=O)c1ccoc1C | 6.0 | -4.3 | 0.4 | -0.8 | -2.5 | 1.7 | -1.1 | -1.5 | 3.4 | 3.3 | 7.2
O=c1[nH][nH]c(=O)c2nc(Nc3ccccc3)ncc12 | 0.6 | 4.9 | 1.0 | -0.8 | 0.7 | 0.5 | -0.3 | -1.3 | 4.8 | -8.6 | 1.4
Cc1[nH]n2cnnc2c(=O)c1Br | -0.8 | -6.6 | -0.5 | -1.7 | 2.8 | -0.6 | -5.2 | -0.9 | 3.4 | 0.3 | 2.4
Cc1cccc(C(=O)Nc2ccc(C(=O)N/N=C/c3ccc(C)o3)cc2)c1 | -1.4 | -30.1 | -0.9 | -1.9 | -19.3 | -1.2 | -4.6 | -1.3 | 0.1 | -7.3 | 1.0
Cc1cccc(C)c1OCC(=O)N/N=C/c1ccc2c(c1)OCO2 | -0.9 | -1.5 | 0.7 | -0.1 | 1.9 | -0.9 | -1.1 | -0.9 | 0.6 | -2.1 | -3.5
O=S(=O)(NC1CCCCC1)c1ccc(Br)s1 | -1.1 | -3.1 | -0.2 | -0.2 | 1.2 | -0.2 | 0.3 | -0.8 | -10.2 | 0.6 | -2.1
C=CCn1c(COc2ccccc2)nnc1SCC(=O)Nc1ccc2c(c1)OCCO2 | 0.8 | 0.6 | -0.9 | -1.3 | 0.1 | -0.5 | 0.1 | -1.2 | -2.7 | 7.2 | -0.7
Cc1cn(C2CCCCC2)c(=O)n(-c2ccccc2)c1=O | -1.4 | 4.3 | -0.1 | -0.3 | 3.5 | -1.3 | 1.6 | -0.7 | 4.2 | -2.9 | -0.5
COc1ccc(S(=O)(=O)N2CCOCC2)cc1NC(=O)CN1C(=O)CN(C)C1=O | 2.0 | -1.3 | 1.0 | -1.4 | -0.8 | -0.1 | -6.6 | -0.6 | 2.1 | -4.0 | 0.5
O=C(NCCCn1cccn1)c1cc(COc2ccc(F)cc2Cl)on1 | 6.5 | -1.7 | -0.4 | -1.0 | -0.7 | -1.0 | 2.2 | -1.1 | 0.5 | 5.2 | 2.1
O=c1c(-c2ccccc2)cnc2n1CCS2 | -1.6 | -0.2 | 0.3 | -0.8 | 3.7 | 1.4 | -1.1 | -1.9 | 5.3 | 4.2 | 0.1
Cc1cc(C)nc(NS(=O)(=O)c2ccc(N/C=C/C(=O)c3ccc(Cl)c(Cl)c3)cc2)n1 | -3.1 | -1.6 | 0.1 | 1.5 | -4.5 | -0.8 | 0.7 | -1.0 | -5.6 | 6.3 | 3.6
COc1ccc(CN(CCC(c2ccccc2)C2CCOC(C)(C)C2)C(C)=O)cc1 (centres undefined) | -2.4 | 3.1 | -1.1 | -2.6 | 0.5 | -0.9 | -2.5 | -1.3 | -2.5 | -2.2 | -3.3
O=C1C=C(c2ccc3ncccc3c2)C[C@@H](c2ccc(Cl)cc2)C1 | -0.1 | -0.2 | 0.0 | -3.6 | 11.3* | 0.0 | 5.5 | -1.6 | -16.5 | 20.2* | 0.0
Cc1ccnc(NC(=S)N2CCC(Nc3cccc(C(F)(F)F)c3)CC2)c1 | 3.3 | 2.6 | x | -1.9 | 1.2 | x | -0.7 | -1.0 | 3.9 | 4.8 | x
